Assay outcomes (PubChem)
A3G deaminase: blocks human APOBEC3G single-stranded DNA deamination | AID 493012 | inhibition, % at 20 µM | recombinant A3G, ssDNA deamination FAM/TAMRA fluorescence | Q9HC16 | hit rate 0.28% among 330,000;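 active means inhibition of at least 40% at 20 µM, with no more than 30% in the related APOBEC3A deaminase screen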;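 further: plate controls were DMSO wells with A3G for no effect and wells lacking A3G enzyme for full effect; some compounds called inactive have numbers as strong as hits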
Target sequence (Q9HC16 whole entry, looked up): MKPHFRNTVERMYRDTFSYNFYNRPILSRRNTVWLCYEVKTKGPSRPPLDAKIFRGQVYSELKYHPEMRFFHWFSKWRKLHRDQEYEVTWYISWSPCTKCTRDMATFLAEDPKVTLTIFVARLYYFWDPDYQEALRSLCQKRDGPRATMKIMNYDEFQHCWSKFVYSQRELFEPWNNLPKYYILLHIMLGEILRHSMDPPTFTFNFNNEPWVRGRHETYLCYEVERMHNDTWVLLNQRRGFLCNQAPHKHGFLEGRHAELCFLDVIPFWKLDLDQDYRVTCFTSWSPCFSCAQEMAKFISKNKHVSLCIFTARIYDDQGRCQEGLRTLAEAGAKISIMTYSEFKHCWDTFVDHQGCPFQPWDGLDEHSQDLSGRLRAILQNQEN
mIAP inh: mouse IAP inhibition; purified mouse IAP, CDP-Star luminescence, 30 min; inhibition, % at 10 µM; hit rate 0.2% among 330,000; AID 2806;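 active means inhibition of at least 40% at 10 µM in the primary screen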;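 further: plate controls were DMSO with enzyme for no effect and no enzyme wells for full effect; values of inactives mirror those of a sister screen read the other way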
SENP1 inh: blocks the human SENP1 SUMO protease catalytic domain; AID 624204; recombinant SENP1 catalytic domain, CyPet-SUMO1-YPet FRET cleavage; hit rate 0.21% among 360,000; Q9P0U3; inhibition, % at 10 µM;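 active means inhibition at least 30% at 10 µM, raw YFP signal under a set limit, fluorescence ratio 0.5 to 1.5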;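 further: 0% = enzyme with DMSO and 100% = no enzyme wells; some results filed as inactive read as strong as hits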
Target sequence (Q9P0U3 419-644 limits assumed): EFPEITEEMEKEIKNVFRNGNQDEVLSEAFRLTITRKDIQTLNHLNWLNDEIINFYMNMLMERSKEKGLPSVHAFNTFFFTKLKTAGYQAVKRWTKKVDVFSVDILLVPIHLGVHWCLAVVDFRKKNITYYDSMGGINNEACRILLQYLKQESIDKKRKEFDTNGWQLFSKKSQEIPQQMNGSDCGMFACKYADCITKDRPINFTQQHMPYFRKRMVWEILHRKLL
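Controls: no-enzyme wells low, DMSO-plus-enzyme wells high control. Test system: human recombinant His6-tagged SENP1 catalytic domain enzyme. Reagent: SFCypet-SUMO1-SFYpet FRET protein substrate, 25 nM final. Doses: one dose per compound, 10 µM, 0.5% DMSO. Detection: FRET, CFP and YFP emission. Timing: 50 min reaction at room temperature.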
hIAP act: increases human intestinal alkaline phosphatase activity; purified human IAP, CDP-Star luminescence, 30 min; stronger effect = higher value; 1 = vehicle-only enzyme, 0 = enzyme-free background; activation factor at 10 µM; hit rate 0.16% among 330,000;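 active means activation factor of the enzyme at least 2-fold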; further: the source names both 10 and 20 µM as test concentration; values of inactives mirror those of a sister screen read the other way
APOBEC3A inh: inhibitors of human APOBEC3A DNA deaminase | P31941 | recombinant A3A, FAM/TAMRA ssDNA deamination fluorescence | inhibition, % at 20 µM | hit rate 0.41% among 330,000 | AID 493011;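 active means at least 40% inhibition at 20 µM here, with at most 30% in a related deaminase screen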;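 further: plate controls were A3A with DMSO for no effect and wells lacking A3A enzyme for full effect; some results filed as inactive read as strong as hits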
Target sequence (P31941 whole entry, looked up): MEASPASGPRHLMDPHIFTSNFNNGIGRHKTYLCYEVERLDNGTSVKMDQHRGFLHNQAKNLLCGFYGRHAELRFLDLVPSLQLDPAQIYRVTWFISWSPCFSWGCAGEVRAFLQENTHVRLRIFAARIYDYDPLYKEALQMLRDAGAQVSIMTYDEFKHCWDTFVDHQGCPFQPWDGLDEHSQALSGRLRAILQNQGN
hIAP block: blocks human intestinal alkaline phosphatase. P09923. purified IAP, CDP-Star luminescence, 30 min. inhibition, % at 10 µM. hit rate 0.12% among 330,000;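 active means inhibition reaching a set limit with compound at 10 µM in the primary screen, cut at about 35% in these data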;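 further: plate controls were DMSO wells with enzyme for no effect and no-enzyme buffer wells for full effect; values of inactives mirror those of a sister screen read the other way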
NALP3 yeast inh: blocks the NALP3 inflammasome reconstituted in yeast; Yeast reconstituted NLRP3/ASC/caspase-1, beta-gal luminescence, 24 h; inhibition, % at 10 µM; hit rate 0.39% among 330,000; AID 2825;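 active means inhibition of 50% or more; inactive means inhibition below 50%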;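 further: plate controls were induced DMSO wells for no effect and uninduced yeast grown without galactose for full effect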
mIAP act: increases mouse intestinal alkaline phosphatase activity. muIAP, CDP-Star luminescence, 30 min; stronger effect = higher value; 1 = vehicle-only enzyme signal, 0 = enzyme-free wells. activation factor at 10 µM. hit rate 0.24% among 330,000. AID 2805;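 active means activation factor of at least 2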; further: the source names both 10 and 20 µM as test concentration; values of inactives mirror those of a sister screen read the other way
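Assay system: mouse IAP enzyme / Compound: DMSO-dissolved test compounds / Timing: 30 min, room temperature / Measured by: luminescence from enzymatic CDP-Star hydrolysis / Control set: DMSO-only wells, enzyme-free buffer wells as negative control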
MIN6 prolif: inducers of beta-cell replication in MIN6 cells; MIN6 cells proliferation, ATPlite luminescence, 48 h; cells starved in 0.2% serum; 100% = growth in 10% serum; proliferation, % at 10 µM; hit rate 0.29% among 330,000;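 active means compounds whose signal lies at least 3.5 SD above the mean of all wells on their plate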;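 further: 0% = DMSO-treated cells in low-serum medium and 100% = 10% serum control; some compounds called inactive have numbers as strong as hits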
An asterisk follows results filed as active; nt = not tested or not shown.

1. C(=N/N1CCN(c2ccccc2)CC1)/c1ccncc1
2. CCN(CC(=O)Nc1ccc2c(c1)OCCO2)C(=O)CCc1ccccc1Cl
3. CSCCC(NC(=O)COc1ccccc1)C(=O)N(C)CC(=O)Nc1ccc(C)cc1 (configuration not stated)
4. COCCn1nnnc1CN(Cc1cc2cc(OC)c(OC)cc2[nH]c1=O)C1CCCC1
5. Cc1cccc(CC(=O)Nc2cc(=O)n(C)c(=O)n2C)c1
6. CC(C)(C)NC(=O)C12CCC(C)(c3nc4ccccc4nc31)C2(C)C (configuration not stated)
7. Cc1ccc(OCC(=O)N/N=C\c2ccc(O)c([N+](=O)[O-])c2)c([N+](=O)[O-])c1
8. Cc1cccc(C(C)C)c1NC(=O)COC(=O)C1CC(=O)N(Cc2ccccc2)C1 (configuration not stated)

assay / entry	1	2	3	4	5	6	7	8
A3G deaminase	43*	-6	-6	-1	-5	-5	0	-3
mIAP inh	-15	-13	-12	10	1	0	-2	10
SENP1 inh	4	-1	0	11	3	-1	1	-1
hIAP act	0.87	0.93	1.1	1	0.89	0.97	0.94	0.97
APOBEC3A inh	-3	-4	-3	-18	-1	1	2	-2
hIAP block	13	8	-8	-4	11	3	6	3
NALP3 yeast inh	-1	10	14	16	6	14	-2	17
mIAP act	1.2	1.1	1.1	0.9	0.99	1	1	0.9
MIN6 prolif	0	1	-3	5	-1	2	-2	1

9. NC(=O)CSc1nc2cc(S(=O)(=O)N3CCOCC3)ccc2o1
10. C[N+]1(C)CC[C@H](OC(=O)[C@@](O)(c2ccccc2)C2CCCC2)C1
11. O=C(Nc1ccccc1N1CCCC1)c1ccc([N+](=O)[O-])o1
12. Cc1ccc(Oc2ccccc2NC(=O)CSCC(=O)Nc2cc(C)on2)cc1
13. COc1ccc(C(C#N)N2N=C(C)CC2(C)C)cc1 (configuration not stated)
14. COc1ccc(C2CC(C(F)(F)F)n3nc(C(=O)NCCN4CCOCC4)cc3N2)cc1 (configuration not stated)
15. COc1cc(-c2[nH]ncc2CN2CCCC2c2nonc2C)cc(OC)c1OC (configuration not stated)
16. N/C(CN1CCCCC1)=N\S(=O)(=O)c1cc(Cl)cc(Cl)c1

assay / entry	9	10	11	12	13	14	15	16
A3G deaminase	43*	-3	-1	-1	-7	-6	-8	-1
mIAP inh	6	1	4	10	7	-2	6	-2
SENP1 inh	2	0	0	3	1	-2	1	0
hIAP act	1	0.94	0.85	1.1	1.1	1	0.98	1.3
APOBEC3A inh	3	-1	6	-3	-5	-2	-5	4
hIAP block	-1	6	15	-5	-6	0	2	-27
NALP3 yeast inh	1	21	17	2	4	4	0	11
mIAP act	0.94	0.99	0.96	0.9	0.93	1	0.94	1
MIN6 prolif	-3	3	-4	-6	-2	0	1	-2

17. CCNc1oc(COc2cccc(C)c2)nc1C#N
18. CCCOc1ccc(/C=N/NC(=O)C(C)Sc2ccccn2)cc1OCC (configuration not stated)
19. CCc1noc(C)c1C(=O)N1CCOCC1
20. COc1ccccc1N1CCN(C(C)C(=O)N2CC(C)OC(C)C2)CC1 (configuration not stated)
21. c1coc(CNc2nc(-c3ccncc3)cs2)c1
22. CCn1c(NC(=O)c2cccs2)c(-c2cccs2)c(=O)c2ccccc21
23. CCc1ccc(CNC(=O)c2ccc(OC3CCN(C(C)=O)CC3)c(OC)c2)nc1
24. CSc1oc(-c2cccs2)nc1S(=O)(=O)c1ccccc1

assay / entry	17	18	19	20	21	22	23	24
A3G deaminase	-3	-2	-1	0	-7	-1	-8	-8
mIAP inh	1	0	8	0	-2	5	7	-6
SENP1 inh	-1	0	1	2	-2	1	2	-5
hIAP act	0.86	1.3	1	1	1.1	0.78	1.1	0.94
APOBEC3A inh	-2	-1	-1	1	-6	-1	-6	1
hIAP block	14	-31	-2	-3	-10	22	-10	6
NALP3 yeast inh	12	-2	-2	6	14	-4	6	-12
mIAP act	0.99	0.99	0.92	0.99	1	0.95	0.93	1.1
MIN6 prolif	-2	1	-3	-2	-2	1	-3	1

Printed as active in A3G deaminase, of those listed so far:
nr | canonical_smiles | A3G deaminase | mIAP inh | SENP1 inh | hIAP act | APOBEC3A inh | hIAP block | NALP3 yeast inh | mIAP act
1 | C(=N/N1CCN(c2ccccc2)CC1)/c1ccncc1 | 43* | -15 | 4 | 0.87 | -3 | 13 | -1 | 1.2
9 | NC(=O)CSc1nc2cc(S(=O)(=O)N3CCOCC3)ccc2o1 | 43* | 6 | 2 | 1 | 3 | -1 | 1 | 0.94

Continuation.
25. Cc1ccc(C)c(Nc2ncccc2C(=O)NCc2cccs2)c1
26. CCOC(=O)N1CCC(N(CCOC)C(=O)Nc2ccc(Cl)c(Cl)c2)CC1
27. CCOC(=O)C1CCN(C(=O)CCc2nnc3ccc(N4CCC(C)CC4)nn23)CC1
28. Cc1cc2nnc(SC(C)C#N)n2c2ccccc12 (configuration not stated)
29. COc1ccc2nc(N3CCCC3)[nH]c2c1
30. Cc1ccc(S(=O)(=O)NCC(=O)N(CC(=O)NC(C)(C)C)Cc2cccs2)cc1
31. COc1ccc(N(CC(=O)N/N=C/c2ccc(C(=O)O)cc2)S(=O)(=O)c2ccc(NC(C)=O)cc2)cc1
32. COc1ccccc1C(=O)NNC(=O)c1cccc(O)c1

assay / entry	25	26	27	28	29	30	31	32
A3G deaminase	-6	-5	-5	23	-3	-2	-13	-5
mIAP inh	6	-10	5	1	-2	-10	4	4
SENP1 inh	0	2	1	-2	1	2	-1	-1
hIAP act	0.91	0.9	1.2	0.94	0.97	0.84	1	0.98
APOBEC3A inh	-3	-1	-1	-4	2	-2	-7	-3
hIAP block	9	10	-18	6	3	16	-4	2
NALP3 yeast inh	11	11	-7	7	6	10	3	9
mIAP act	0.94	1.1	0.95	0.99	1	1.1	0.96	0.96
MIN6 prolif	-1	-3	-1	2	4	0	-1	-3

33. COc1ccc(S(=O)(=O)N2CCN(C(=O)C3CCCO3)CC2)cc1 (configuration not stated)
34. CC(Sc1n[nH]c(-c2cccs2)n1)C(=O)N1CCCC1 (configuration not stated)
35. CCN(CC)C(=O)c1cc2c(=O)c3cc(Cl)ccc3oc2nc1C
36. CC(C)CN(C(=O)C(C)N1C(=O)c2ccccc2C1=O)c1c(N)n(Cc2ccccc2)c(=O)[nH]c1=O (configuration not stated)
37. COc1cc(NC(=O)CSc2nc(=O)n(CCN3CCOCC3)c3c2CCCC3)cc(OC)c1
38. CCOC(=O)c1ccc(NC(=O)c2n[nH]c(=O)c3ccccc23)cc1
39. CC1CN(Cc2nc3c(c(=O)[nH]c(=O)n3C)n2CCCc2ccccc2)CC(C)O1 (configuration not stated)
40. O=C(NC1CCCCC1)N1CCN(C(=O)c2ccco2)CC1

assay / entry	33	34	35	36	37	38	39	40
A3G deaminase	-3	-6	-2	-6	-9	-7	-3	-2
mIAP inh	2	-16	1	-2	7	7	-3	4
SENP1 inh	1	-1	-11	-6	-1	2	1	0
hIAP act	1.2	1.3	0.99	1	1.1	0.98	1.3	1.1
APOBEC3A inh	3	-4	1	-2	-2	-4	-4	0
hIAP block	-21	-27	1	-4	-8	2	-26	-5
NALP3 yeast inh	28	-2	13	0	8	17	6	14
mIAP act	0.97	1.2	0.99	1	0.93	0.93	1	0.96
MIN6 prolif	2	-2	0	3	4	0	-1	0

41. COc1ccc(N2CCN(c3nc(=S)n(-c4ccccc4)c(C)c3C(C)=O)CC2)cc1
42. CCOC(=O)c1cccc(NC(=O)CSc2nnc(COc3ccccc3)n2CC)c1
43. COc1ccc(Br)cc1/C=N/NC(=O)Cn1nnnc1N
44. COCCNc1nnc(SCC(=O)NC(=O)c2ccc(Cl)cc2)s1
45. O=C(NNc1ccc(F)cc1)c1c(F)cccc1Cl
46. O=C(Nc1ccc2ccccc2c1)c1cccc(F)c1
47. O=C(Nc1ccc2ccccc2n1)Nc1cccs1
48. CCOC(=O)C1=C(CSc2nc(-c3ccccc3)ccc2C#N)OC(N)=C(C#N)C1c1ccccc1 (configuration not stated)

assay / entry	41	42	43	44	45	46	47	48
A3G deaminase	-8	-9	-10	-6	-2	-4	-4	-9
mIAP inh	22	1	-6	3	0	1	3	3
SENP1 inh	16	2	-2	2	0	3	-1	-16
hIAP act	0.84	1.2	1.2	1.2	0.81	0.99	1	1.1
APOBEC3A inh	-4	-4	-4	0	-3	0	0	-9
hIAP block	16	-16	-23	-19	19	1	-4	-11
NALP3 yeast inh	0	26	26	22	23	37	5	6
mIAP act	0.78	0.99	1.1	0.97	1	0.99	0.97	0.97
MIN6 prolif	-4	-5	1	1	-2	-3	-2	-4

49. C=C1CCN([C@@H](CC(C)C)C(=O)NN2CCOCC2)S(=O)(=O)c2ccccc21
50. CCCOc1ccc(OCCSc2nnc(N)s2)cc1
51. COC(=O)c1sc(NC(=O)COc2ccccc2)nc1C
52. Cc1cc2c(cc1C)NC(=O)CC(C(F)(F)C(F)(F)C(F)(F)F)=N2
53. CN(CC(=O)Nc1c(Cl)cccc1Cl)C(=O)CCc1nc2sc3c(c2c(=O)[nH]1)CCCC3

assay / entry	49	50	51	52	53
A3G deaminase	-11	1	1	-4	1
mIAP inh	-8	-7	7	9	-1
SENP1 inh	0	nt	-2	-2	-32
hIAP act	0.91	1.1	0.94	0.85	0.78
APOBEC3A inh	-6	5	0	-2	8
hIAP block	9	-9	6	15	22
NALP3 yeast inh	2	44	27	0	5
mIAP act	1.1	1.1	0.93	0.91	1
MIN6 prolif	3	-1	-1	-1	0

Only part of the results is shown, so the mix of outcomes need not match the whole.
